# High-throughput results: PubChem BioAssay, several laboratories
# MRP-1 activ = MRP-1 activation; viability increase, % at 10 µM; AID 799; H69AR cells + doxorubicin, viability rescue, CellTiter-Glo; hit rate 0.61% among 140,000;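 active means viability gain under doxorubicin at or above a set limit, the compound median plus 3 SD, cut at about 4.7% in these data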;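 further: MRP-1 overexpressing cells given doxorubicin 25 µM after compound pretreatment; 18-22 h compound pretreatment then 72 h with doxorubicin before readout; 0% = doxorubicin-only wells and 100% = vehicle-treated cells without doxorubicin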
# E-sel TNF inh = TNF alpha driven E-selectin expression inhibition. HUVEC TNFa-induced E-selectin immunofluorescence, high content. inhibition, % at 2 µM. hit rate 0.71% among 120,000. AID 1246;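 active means inhibition above the batch mean plus 3 SD, and confirmed as a hit on visual image review, cut at about 43% in these data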;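 further: 0% = TNF-stimulated DMSO wells and 100% = unstimulated control wells; not every result past the cut was called active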
# PTEN del growth = suppresses growth of cells with PTEN deletion; hit rate 1.2% among 140,000; viability, % at 10 µM; HCT116 PTEN-null viability, CellTiter-Glo, 60 h; active compounds read low; AID 827;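 active means viability at or below a set limit, 4 SD under the median of all tested compounds, cut at about 3.7% in these data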;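 further: PTEN knockout HCT116 line with beta catenin targeted HCT116 as companion control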
# Phagocyt inh = blocks phagocytosis by macrophages; inhibition, % at 5 µM; hit rate 0.07% among 110,000; J774A.1 macrophage IgG-bead phagocytosis, imaging;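 active means inhibition above the mean of the plate negative controls plus 5 SD, cut at about 13% in these data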;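 further: phagocytic index as fraction of beads internalized from green versus red external bead signal; plate controls were DMSO negative control for no effect and cytochalasin-D positive control for full effect; some results beyond the cut were filed as inactive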
# GALR2 blocker = antagonists of human galanin receptor 2 (GALR2) | O43603 | hit rate 0.39% among 140,000 | inhibition, % at 4 µM | GALR2-expressing cells, antagonist mode; in the data active means inhibition above about 27%;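 further: cells stimulated with galanin 1-16 at roughly its EC80; 0% = agonist challenge control and 100% = basal control without agonist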
# Target sequence (O43603 whole entry, looked up): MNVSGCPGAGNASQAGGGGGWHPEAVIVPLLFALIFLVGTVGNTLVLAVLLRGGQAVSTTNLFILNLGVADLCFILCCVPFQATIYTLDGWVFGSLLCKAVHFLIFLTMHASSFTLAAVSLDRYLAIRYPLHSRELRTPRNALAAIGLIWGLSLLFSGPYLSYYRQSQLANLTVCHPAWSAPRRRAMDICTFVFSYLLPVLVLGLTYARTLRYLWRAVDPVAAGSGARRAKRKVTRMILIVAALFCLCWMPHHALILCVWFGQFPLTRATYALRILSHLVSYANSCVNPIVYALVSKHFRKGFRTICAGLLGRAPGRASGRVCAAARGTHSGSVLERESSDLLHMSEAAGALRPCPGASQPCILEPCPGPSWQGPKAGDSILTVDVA
# Measles CPE = protection of cells from measles virus; Measles virus-infected cells, CPE protection, absorbance; protection (pct of control), % at 4 µM; hit rate 1.5% among 140,000; AID 841; in the data active means protection mostly above about 24%, no sharp cut-off; inactive means mostly below about 26%; further: some compounds called inactive have numbers as strong as hits
# Yeast lifespan up = yeast lifespan extension | hit rate 0.68% among 130,000 | AID 775 | S. cerevisiae growth with nicotinamide, OD615; deaD strain in restrictive glucose medium | inhibition of the nicotinamide effect, % at 10 µM;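 active means inhibition above a set limit, placed 3 SD over the median of all compounds, cut at about 26% in these data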;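 further: 0% = nicotinamide-treated wells and 100% = cells grown without nicotinamide; some compounds called inactive have numbers as strong as hits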
#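 System: DeaD-strain S. cerevisiae / Buffer or medium: CSMM-D, restrictive glucose (dextrose) synthetic minimal medium / Probe or stimulus: nicotinamide, 1.5 mM, co-present with compound / Compound: one concentration, 10 µM, DMSO 0.25% / Incubation: 48 h compound exposure at 30 °C, humidified / Technique: optical density (absorbance) at 615 nm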
# Yeast growth inh = reduces growth of yeast BB579 in restrictive medium | hit rate 0.51% among 140,000 | AID 804 | inhibition, % at 10 µM | S. cerevisiae BB579 growth, OD615, 48 h;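 active means inhibition above a set limit, 3 SD over the mean compound inhibition, cut at about 44% in these data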; further: inactives centre near -24
#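 System: Saccharomyces cerevisiae DeaD strain BB579, replicative lifespan model yeast. Buffer or medium: restrictive glucose-based CSMM-D medium. Doses: one dose, 10 µM compound with 0.25% DMSO. Timing: 4 h preincubation and 48 h exposure at 30 °C. Detection: turbidity as optical density at 615 nm. Benchmarks: amphotericin B 10 µg/mL, positive.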
# bCat KO growth = beta-catenin-lacking colon tumor cell growth suppression; HCT116 beta-catenin knockout viability, CellTiter-Glo, 60 h; active compounds read low; viability, % at 10 µM; hit rate 1.5% among 140,000;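 active means viability at or under a set limit, the compound median less 4 SD, cut at about 6% in these data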;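 further: 0% = Hyamine 1622 control at 20 µM and 100% = untreated cell control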
# NPY-Y2 antag = antagonists of human neuropeptide Y receptor Y2. P49146. hit rate 0.99% among 140,000. NPY-Y2 expressing cells, antagonist mode. inhibition, % at 2.7 µM; in the data active means inhibition above about 17%;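 further: 0% = vehicle with agonist challenge and 100% = reference antagonist with challenge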
# Target sequence (P49146 whole entry, looked up): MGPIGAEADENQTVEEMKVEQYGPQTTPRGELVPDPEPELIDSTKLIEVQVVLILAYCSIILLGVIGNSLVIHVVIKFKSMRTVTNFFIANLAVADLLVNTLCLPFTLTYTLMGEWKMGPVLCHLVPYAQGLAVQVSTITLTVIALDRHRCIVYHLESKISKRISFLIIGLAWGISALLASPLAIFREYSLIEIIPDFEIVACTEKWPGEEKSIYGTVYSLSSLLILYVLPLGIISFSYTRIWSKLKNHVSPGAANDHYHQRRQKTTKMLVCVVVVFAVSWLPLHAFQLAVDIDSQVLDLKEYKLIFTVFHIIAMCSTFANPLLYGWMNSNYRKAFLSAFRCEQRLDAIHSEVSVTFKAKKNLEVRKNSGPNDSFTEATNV
# An asterisk follows results filed as active; . = not tested or not shown.
Compound	MRP-1 activ	E-sel TNF inh	PTEN del growth	Phagocyt inh	GALR2 blocker	Measles CPE	Yeast lifespan up	Yeast growth inh	bCat KO growth	NPY-Y2 antag
CCOC(=O)NCc1ccc(S(=O)(=O)Nc2c(C)cccc2C)cc1	-1.0	2	92	-3	-2	20	-5	-17	88	0
COc1ccc(NC(=O)Cc2c(Sc3ccccc3)c3ccccc3n2C)cc1	-3.8	.	78	0	1	12	0	-8	85	0
O=C(CCc1[nH]c2ccccc2c1Sc1ccccc1)N(CCO)CCO	-1.9	.	98	-1	-2	8	-4	-12	94	-1
CC1=Nn2c(nnc2-c2ccccc2Cl)SC1	0.6	-4	108	0	10	2	-2	-41	102	4
Cc1onc(-c2c(Cl)cccc2Cl)c1C(=O)Nc1c(C)n(C)n(-c2ccccc2)c1=O	-0.7	3	103	0	-19	6	-12	-58	94	1
COc1ccc(CCNC(=O)C23CN(Cc4ccccc4)CC2C(c2cccc([N+](=O)[O-])c2)=NO3)cc1 (stereo not given)	-0.3	.	99	0	-11	10	-12	-58	92	0
COc1cc(C(=O)N2CCCc3ccccc32)cc(OC)c1OC	-3.8	0	36	.	2	3	.	-12	40	3
Cn1c(SCCOc2cccc(Cl)c2)nnc1-c1ccncc1	-1.5	.	88	.	0	13	-16	-46	92	8
COc1cc2c(C#N)c(N3CCc4ccccc4C3)nc(N)c2c(N)n1	-5.6	-9	28	0	-6	23	-33	-62	19	0
NS(=O)(=O)c1ccc(NC(=O)NC2CCCCC2)cc1	0.3	-4	94	0	2	16	-7	-53	103	3
CCOC(=O)c1c(NC(=O)CSc2nc3nc(C)cc(C)n3n2)sc(CC)c1C	-0.8	-13	71	-2	-1	26	-3	4	91	-2
COc1ccc(-c2nnn(CCc3nn[nH]n3)n2)cc1OC	-2.4	5	88	0	-19	1	-19	-8	94	3
CN(C)c1ccc(CN2CCCCCC2)cc1	0.3	-29	88	0	-2	19	-9	28	96	2
CC(C)CC(NC(=O)C1CCC(C)CC1)C(=O)Nc1ccccn1 (stereo not given)	-1.5	-11	88	0	-11	5	-5	-18	92	0
O=C1CCc2cc(S(=O)(=O)NC(Cc3ccccc3)C(=O)NC3CCCC3)ccc2N1 (stereo not given)	0.2	.	103	-1	-15	1	-8	-18	95	1
CC(C)(C)c1ccc(C(=O)NCc2ccc(Cl)cc2)cc1	-1.1	8	97	.	-11	27	-1	-33	92	0
Cc1ccc(/C([O-])=C(/C(=S)NCc2ccco2)[n+]2ccccc2)cc1	-2.1	.	93	-2	-4	13	-14	-9	88	0
COc1cc(S(=O)(=O)NC2CCCC2)ccc1F	-1.5	13	92	-1	1	-1	-5	-10	102	2
COc1cccc(C(=O)N(CN2CCCC2=O)c2cccc(Cl)c2)c1	-2.3	.	102	.	6	8	-1	-18	93	0
COC(=O)Nc1ccc2ncn(C)c(=O)c2c1	-4.0	1	90	1	23	12	-7	4	85	2
COC(=O)C(C)NC(=O)c1ccc(C(C)(C)C)cc1 (stereo not given)	0.2	.	102	-4	7	6	6	-12	92	0
O=C(CN1CCOc2ccccc21)NCc1ccccc1	0.2	-12	99	.	7	16	0	-4	98	-3
Cc1cc2ncn(CCOc3ccccc3C#N)c2cc1C	-0.6	1	88	.	-7	13	-5	-58	73	2
CCOC(=O)C1CCN(C(=O)CN(c2cccc(OC)c2)S(=O)(=O)c2ccccc2)CC1	-2.5	5	92	-3	7	14	-3	-13	94	3
COc1cccc(C(=O)N/N=C2\SCC(=O)N2Cc2ccc3c(c2)OCO3)c1	-0.2	-2	95	0	-2	2	-22	-71	97	4
Cc1nc(CN2CCOCC2)cc(=O)[nH]1	0.2	-3	98	1	-1	9	-7	-36	99	1
CCOC(=O)C1CCN(CCC(=O)Nc2ccccc2)CC1	-2.4	-10	93	.	6	11	.	-48	97	2
CCc1ccc(S(=O)(=O)NC(CC(=O)O)c2ccccc2)cc1 (stereo not given)	-1.2	.	89	0	-6	4	0	-16	91	-1
O=C(Nc1ccc(N2CCOCC2)c(Cl)c1)c1cc(F)c(F)cc1Cl	1.0	24	58	-1	19	2	-13	-9	65	5
CCCNC(=O)c1c(N)n(-c2ccc3c(c2)OCO3)c2nc3ccccc3nc12	-3.2	-4	36	-1	-2	5	-2	-31	20	2
COc1ccccc1C(=O)Nc1ccc(NC(=O)c2ccco2)c(C)c1	-0.1	6	71	.	0	9	-8	-24	72	-1
COC(=O)c1cc2ccsc2n1Cc1nc(-c2ccc(Cl)cc2)oc1C	-1.5	9	77	0	0	11	-1	-31	73	1
Cc1ccc(S(=O)(=O)CCC(=O)OCc2ccc(Cl)c(Cl)c2)cc1	-1.3	15	65	-9	-8	12	-2	-14	71	4
COc1cc(OC)cc(-n2nc(C(=O)N3CC(C)CC(C)C3)c3ccccc3c2=O)c1 (stereo not given)	-1.2	-64	81	.	4	6	.	-39	90	0
O=C1COc2ccc(C(=O)CSc3nnc(-c4cccs4)n3Cc3ccccc3)cc2N1	-2.8	.	81	0	6	8	-6	-16	90	7
COc1ccc(/C=C2\SC(=O)N(CC(=O)NNC(=O)c3ccccc3O)C2=O)cc1OC	-0.7	6	63	-4	1	13	-5	-22	52	3
COC(=O)c1cc2c(C)c(C)c3ccccn3c-2c1C(=O)OC	-0.2	7	97	0	-12	30	-10	-35	81	-1
O=C(C1Cc2ccccc2CN1S(=O)(=O)c1cccs1)N1CCCCC1 (stereo not given)	-3.9	7	90	1	-1	2	-5	-46	78	1
O=C(O)C(CCCCN1C(=O)C2C3C=CC(C3)C2C1=O)N1C(=O)C2C3C=CC(C3)C2C1=O (stereo not given)	-0.5	-34	95	-1	19	1	-12	-32	92	-1
COc1ccc(C(=O)NC2CCN(CC(=O)Nc3cccc(C)c3)CC2)cc1OC	-3.7	-7	90	.	-5	14	.	-20	82	2
COc1ccc(-c2cc(-c3n[nH]c(=S)n3-c3ccccc3OC)[nH]n2)cc1	-1.5	16	95	-5	6	4	0	-31	101	16
C/C(Cl)=C/CSc1nc2c(c(=O)[nH]c(=O)n2C)n1C(C)C	0.0	-65	99	1	3	20	-6	-37	96	0
COCCN(C(=O)Cn1nnc2ccccc21)C(C(=O)NC1CCCC1)c1ccc(OC)cc1OC (stereo not given)	-3.4	-7	96	.	5	8	.	-24	93	7
O=C(C[n+]1cc(-c2ccccc2)n2c1CCC2)N1c2ccccc2Sc2ccccc21	1.5	12	76	-6	7	13	0	-32	79	4
CCOC(=O)c1ccc(NC(=O)CN2C(=O)CSC(C)C2=O)cc1 (stereo not given)	0.0	.	105	-2	-3	5	9	-43	97	1
C(=C\c1nc(-c2ccccc2)no1)/c1ccccc1	-1.2	.	98	1	7	0	-7	-19	95	5
CCN(CC)c1ccc(/C=N/N(c2ccccc2)c2ccccc2)c(O)c1	2.5	.	82	-15	9	15	7	-21	82	0
Cc1cccc(CSc2nnc(N)n2-c2ccccc2)c1	-3.0	-2	67	.	-1	6	.	-28	71	6
CC1CCCCN1CC(=O)Nc1sc2c(c1C#N)CCC2 (stereo not given)	-0.5	.	106	0	-13	11	-9	-57	108	3
Cc1c(NC(=O)C2CCCN2S(=O)(=O)c2ccccc2)c(=O)n(-c2ccccc2)n1C (stereo not given)	-0.5	-4	98	.	-10	15	-6	-27	96	0
COC(=O)c1ccc(C)c(NC(=O)CCSc2ccccc2)c1	-0.5	-37	87	-1	0	4	-10	-25	91	4
C=CCn1c(SCC(=O)Nc2nc(C)cs2)nnc1C(CO)NC(=O)c1ccccc1 (stereo not given)	-2.4	2	86	1	11	24	13	-31	88	1
CC(C)C(C(=O)Nc1ccc2c(c1)OCO2)N1C(=O)c2ccccc2C1=O (stereo not given)	-1.3	16	106	2	2	22	-8	-50	93	2
Cc1ccc(NC(=O)C2CCN(S(C)(=O)=O)CC2)cc1	-2.5	5	87	.	1	7	-12	-6	91	1
COc1ccc(Cl)cc1NC(=O)CN1CCC(n2nnc3cc(C)ccc32)CC1	-0.4	.	80	0	-5	9	-12	-18	83	5
COC(=O)C1CCN(C(=O)c2ccc(Cl)c(S(=O)(=O)NCc3cccnc3)c2)CC1	-0.9	-33	97	-3	17	7	0	-35	94	3

# Next part:
Compound	MRP-1 activ	E-sel TNF inh	PTEN del growth	Phagocyt inh	GALR2 blocker	Measles CPE	Yeast lifespan up	Yeast growth inh	bCat KO growth	NPY-Y2 antag
CCOC(=O)N1CCN(S(=O)(=O)c2cc(OCC(=O)NC3CCCCC3)c(C)cc2Cl)CC1	-1.8	8	92	-1	-10	4	9	-74	83	-1
CCCOc1ccc(C2c3c(oc4cc(C)c(C)cc4c3=O)C(=O)N2CCCN(C)C)cc1OCC (stereo not given)	-3.3	-9	96	.	1	8	-2	-2	78	2
O=C(COc1ccc(Cl)cc1)Nc1ccccc1C(=O)NCc1ccco1	-2.3	-8	63	6	9	2	-2	-4	67	4
Cc1ccc(S(=O)(=O)N(C)c2ccc(NS(C)(=O)=O)cc2)cc1	0.4	-9	100	-1	-7	10	-9	-30	93	3
Cc1cc(C)n(-c2nnc(C)c(=O)[nH]2)n1	-1.0	-47	88	0	13	8	-7	-7	98	1
CCn1c(NCc2ccc3c(c2)OCO3)nc2ccccc21	-2.9	2	67	.	8	9	-4	-21	78	5
Cc1ccc(CSc2nnc(-c3cccc(S(=O)(=O)N4CCOCC4)c3)n2C2CCCC2)cc1	-1.1	.	56	-13	-6	5	-1	-4	58	2
COc1nc2ccc(C)cc2cc1-c1noc(-c2cccnc2)n1	-0.6	-10	96	0	-1	9	-14	-19	96	4
O=C(N/N=C/C=C/c1ccccc1)c1cnccn1	-0.3	-14	101	1	2	4	-17	-69	94	-1
COc1ccc(C2CC(c3ccccc3)=NN2C(=O)COC(=O)c2cccnc2Cl)cc1 (stereo not given)	5.4*	25	82	-7	-6	10	6	-12	92	2
CCCc1nnc(SCC(=O)N2C(C)CCCC2C)n1CCCOC (stereo not given)	0.1	-11	90	.	-1	13	-3	4	100	0
O=C(Nc1ccccc1C(=O)NC(Cc1c[nH]c2ccccc12)C(=O)O)c1ccco1 (stereo not given)	-3.6	0	98	0	1	5	-11	-12	92	1
Cc1ccc(OCCOc2cccc(Br)c2)c([N+](=O)[O-])n1	-0.3	6	74	-7	10	5	-5	-27	78	8
Cc1ccc(CNC(=O)Cc2ccc(-c3ccccc3)cc2)cc1	-4.6	-22	20	.	-1	11	-2	-9	15	2
